# Screening results as filed in PubChem.
# F508del corr = F508del CFTR correction, initial screen, CFBE line, single point. CFBE cells, YFP halide quenching; stimulated with forskolin plus potentiator P3; % fluorescence drop versus neutral controls. activity (quench increase), % at 7.58 µM. hit rate 0.36% among 350,000;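 active means mean added fluorescence quench of at least 8% versus neutral control, with both replicates also reaching 8%; inconclusive means only one of the mean or replicate conditions met; inactive means mean below 8% and not both replicates reaching 8%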;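 further: cells transiently co-express mutant CFTR-F508del with the halide-sensitive YFP; corrector assay measuring rescue of mutant channel to the surface after 24 h compound exposure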
# ERp5 block = inhibitors of ERp5-driven insulin aggregation, primary screen, biochemical, turbidity, absorbance 650 nm, single point. Protein disulfide-isomerase A6 (Homo sapiens), Q15084. 90 min. inhibition, % at 9.99 µM. hit rate 0.05% among 350,000;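 active means mean replicate inhibition above about 25%, with every replicate also reaching it, limit read from the data, passing the limit was not always enough; inconclusive means only one of those two criteria met; inactive means neither criterion met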
# Target sequence (Q15084 whole entry, looked up): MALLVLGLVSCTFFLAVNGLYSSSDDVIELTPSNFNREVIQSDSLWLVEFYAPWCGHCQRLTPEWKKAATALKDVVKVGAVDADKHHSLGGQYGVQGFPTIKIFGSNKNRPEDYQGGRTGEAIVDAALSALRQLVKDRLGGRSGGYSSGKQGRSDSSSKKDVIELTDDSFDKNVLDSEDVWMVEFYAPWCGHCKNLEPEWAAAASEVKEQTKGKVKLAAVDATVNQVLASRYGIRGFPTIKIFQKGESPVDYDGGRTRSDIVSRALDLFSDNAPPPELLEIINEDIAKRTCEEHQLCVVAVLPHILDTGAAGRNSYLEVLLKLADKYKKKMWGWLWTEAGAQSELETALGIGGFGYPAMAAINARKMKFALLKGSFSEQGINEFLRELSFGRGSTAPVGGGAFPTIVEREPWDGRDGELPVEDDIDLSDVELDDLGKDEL
# ERAP1 HTS inh = human ERAP1 aminopeptidase inhibitors, primary screen, biochemical, single point, plate reader; Endoplasmic reticulum aminopeptidase 1 (Homo sapiens), Q9NZ08; recombinant ERAP1, Leu-AMC fluorescence, 60 min; inhibition, % at 10.7 µM; hit rate 0.15% among 340,000;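 active means mean replicate inhibition of at least 30%, or all replicates individually reaching that 30% level; inactive means mean below 30% and not every replicate reaching it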;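 further: 0% = neutral control wells and 100% = L-leucinethiol positive control wells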
# miR-122 sensor = miR-122 Renilla sensor signal increase in Huh7, primary screen, miR-122 inhibitor project, cell-based, single point, plate reader; Huh7 miR-122 Renilla luciferase sensor, 48 h; neutral wells = 0, positive control = 100; activation (reporter increase), % at 12.5 µM; hit rate 0.3% among 340,000; AID 602342, 2012;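 active means mean replicate activation score at least 90 and every replicate individually at or above 90; inconclusive means only one of the two criteria met; inactive means neither criterion met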;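 further: higher luciferase means less miR-122 activity so hits act as miR-122 inhibitors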
# SIRT5 inh = SIRT5 desuccinylase inhibitors, primary screen, biochemical, fluorescence imaging, single point, set 5; NAD-dependent protein deacylase sirtuin-5, mitochondrial (Homo sapiens), Q9NXA8; inhibition, % at 15 µM; Purified SirT5, succinyl-peptide AMC, trypsin-coupled fluorescence; hit rate 1.1% among 330,000; AID 652115, 2013; in the data active means inhibition above about 15%; inconclusive means no clear call, values can overlap the other calls
# Target sequence (Q9NXA8 whole entry, looked up): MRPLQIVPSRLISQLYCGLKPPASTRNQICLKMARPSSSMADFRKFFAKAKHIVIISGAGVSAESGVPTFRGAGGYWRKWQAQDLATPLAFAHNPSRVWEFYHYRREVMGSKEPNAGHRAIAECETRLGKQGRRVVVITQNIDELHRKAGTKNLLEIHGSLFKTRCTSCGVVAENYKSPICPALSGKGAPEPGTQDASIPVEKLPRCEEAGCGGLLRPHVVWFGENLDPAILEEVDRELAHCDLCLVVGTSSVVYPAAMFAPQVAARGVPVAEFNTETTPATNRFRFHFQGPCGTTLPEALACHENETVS
# CASP6 VEID inh = human caspase-6 inhibitors, primary screen, biochemical, VEID-R110 fluorescence, single point, set 2; P55212; purified caspase-6, Z-VEID-R110 cleavage fluorescence; AID 686996, 2013; inhibition, % at 12.5 µM; hit rate 0.53% among 350,000;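 active means mean inhibition across replicates at least about 35%, with every replicate also reaching that limit, limit read from the data; inconclusive means only one of the two criteria met; inactive means neither criterion met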;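 further: 0% = median of neutral control wells and 100% = no fluorescence left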
# Target sequence (P55212 24-179 limits assumed): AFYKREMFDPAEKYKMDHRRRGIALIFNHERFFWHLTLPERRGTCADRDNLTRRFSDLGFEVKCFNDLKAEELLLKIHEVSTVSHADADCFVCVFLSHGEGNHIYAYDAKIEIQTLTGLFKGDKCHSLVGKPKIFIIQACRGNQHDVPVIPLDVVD
# Target sequence (P55212 194-293 limits assumed): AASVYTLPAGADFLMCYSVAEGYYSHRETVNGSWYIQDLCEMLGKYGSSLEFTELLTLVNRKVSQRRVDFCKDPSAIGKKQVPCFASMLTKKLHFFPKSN
# DENV2 CPE = inhibitors of DENV2 cytopathic effect, primary screen, cell-based, plate reader, single concentration | DENV2-infected cells, cytopathic effect rescue | CPE inhibition, % at 9.99 µM | hit rate 1.7% among 350,000 | AID 651640, 2012; in the data active means CPE inhibition above about 20%, passing the limit was not always enough; inconclusive means no clear call, values can overlap the other calls; tested in BHK-21 cells;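 further: 0% = median of neutral control wells and 100% = median of positive control wells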
# * = called active by the depositor; ? = inconclusive; . = no result given; & = joins results of further samples; [ ] = remark or other dose. Hits appear at their usual frequency; 4% or so of the library scored in one or more.
SMILES,F508del corr,ERp5 block,ERAP1 HTS inh,miR-122 sensor,SIRT5 inh,CASP6 VEID inh,DENV2 CPE
C[N+](C)(C)CC=O,2.4,-5,0,-2,0,-10,0
CNC[C@H](NC[C@@H](NCCCc1ccccc1)c1ccccc1)[C@H](C)O,-5.3,13,1,-1,1,1,.
Cc1ccccc1NC(NC(=O)c1cccnc1)C(Cl)(Cl)Cl (configuration not stated),-1.5,1,-16,.,0,-2,0
Nc1cc(=O)[nH]c(=O)n1Cc1ccccc1,-1.2&-5.7,3&5,5,-1,2,16&2,2&-1
Cc1ccc(S(=O)ONc2cccc(NOS(=O)c3ccc(C)cc3)c2)cc1 (configuration not stated),0.8,-4,2,.,-1,2,3
CCCC(=O)N(Cc1cc(=O)[nH]c2ccccc12)c1ccccc1,1.7,0,3,.,2,8,-3
CC(C)N1CCc2c(sc(NC(=O)c3ccc(S(=O)(=O)N4CCCCC4C)cc3)c2C(N)=O)C1 (configuration not stated),-0.3,1,9,.,0,-5,-7
CC(=O)N1CCN(C(=O)c2ccc(NS(=O)(=O)c3cc(C)ccc3C)cc2)CC1,-0.5,2,2,.,-3,2,0
COc1ccc(NS(=O)(=O)c2ccc(F)cc2F)cn1,-2.7,-2,3,-3,0,1,-3
CCCCc1c(-c2ccccc2OC)ncn1Cc1ccc(F)cc1F,2.1,4,0,.,.,-2,-1
N#Cc1ccsc1NC(=O)CN1CCN(Cc2ccccc2)CC1,0.8,7,-1,.,-2,1,-5
CCOC(=O)C1CCCN(S(=O)(=O)CCNC(=O)c2ccc(F)cc2)C1 (configuration not stated),3.1,0,-2,.,-4,-1,3
CCCN1CCC(=O)NC1=S,-0.7,4,1,-2,.,-2,.
COc1ccc(NC(=O)Nc2ccc3c(c2)C(=O)N([C@@H](C)CO)C[C@H](C)[C@@H](CN(C)S(=O)(=O)c2ccc(Cl)cc2)OCCCC[C@@H](C)O3)cc1,1.6,1,3,1[16.7 µM],-1,0,19
CCCNC(=O)N1C[C@@H]2[C@H](c3ccccc31)[C@@H](CO)N2C(=O)Nc1ccccc1,-3.1,5,0,12[16.7 µM],-2,-2,.
Cc1c(NC(=O)COC(=O)/C=C/c2cccc(Br)c2)c(=O)n(-c2ccccc2)n1C,-0.6,-6,2,.,0,4,6
C[C@@H]1CCCCO[C@@H](CN(C)C(=O)Nc2ccc3c(c2)OCO3)[C@@H](C)CN([C@H](C)CO)C(=O)c2cc(NC(=O)C3CCCCC3)ccc2O1,-0.8,3,1,4[16.7 µM],-1,1,.
C[C@H](CO)N1C[C@H](C)[C@@H](CN(C)S(=O)(=O)c2ccc(Cl)cc2)Oc2c(NS(C)(=O)=O)cccc2C1=O,-2.6,-9,-2,-19[16.7 µM],0,2,-6
CCCCNC(=O)CSc1nnc(Cc2ccc(Cl)c(Cl)c2)c(=O)[nH]1,-0.5,-2,-6,.,4,12,0
Cc1ccccc1C(=O)NC1CCN(Cc2ccccc2)CC1,-3.4,3,5,.,-3,-11,4
CCCN(C)C[C@H]1Oc2cc(C#CC3(O)CCCC3)ccc2S(=O)(=O)N([C@@H](C)CO)C[C@H]1C,1.8,-1,1,29[16.7 µM],4,-2,8
CCOC(=O)N1CCC(=NNc2ccc(S(N)(=O)=O)cc2[N+](=O)[O-])CC1,0.6,-5,8,-6,-2,0,-6
CCOc1ncccc1C(=O)Nc1cc(S(=O)(=O)N2CCCCC2)ccc1OC,4.8,-7,1,1,-4,2,-4
O=C(C[C@H]1CC[C@@H]2[C@H](COC[C@@H](O)CN2CCC(F)(F)F)O1)N1CCC(Cc2ccccc2)CC1,-1.9,-2,0,0[16.7 µM],8,-1,-4
CCOC(=O)C1=CCC(c2ccccc2)N(S(=O)(=O)c2ccccc2)C1 (configuration not stated),-5.6,2,-2,-1,-1,1,-12
COc1cc(C2N(c3cccc(Cl)c3)C(=O)C3CCCN32)cc(OC)c1OC (configuration not stated),-2.7,0,-2,6,-1,-2,-4
CCCCN(C(=O)CSCc1ccc(C)cc1)c1c(N)n(CCC)c(=O)[nH]c1=O,-0.3,1,1,-7,1,2,-15
CCN(CC)S(=O)(=O)c1cc(C(=O)OC(C)C(=O)NCc2ccco2)ccc1C (configuration not stated),0.3,.,-1,.,1,4,-9
CCS(=O)(=O)N1CCC(C(=O)Oc2ccccc2Br)CC1,-3.1,-1,-5,-3,-2,-1,-6
CCNC(=O)C1(C)CCN(Cc2ccc(C(=O)OCC)o2)C1 (configuration not stated),-4.2,0,11,-1,-2,0,1

# Exported with each value named: entries from further up.
CCCN(C)C[C@H]1Oc2cc(C#CC3(O)CCCC3)ccc2S(=O)(=O)N([C@@H](C)CO)C[C@H]1C
  F508del corr: 1.8; ERp5 block: -1; ERAP1 HTS inh: 1; miR-122 sensor: 29[16.7 µM]; SIRT5 inh: 4; CASP6 VEID inh: -2; DENV2 CPE: 8
CCOC(=O)N1CCC(=NNc2ccc(S(N)(=O)=O)cc2[N+](=O)[O-])CC1
  F508del corr: 0.6; ERp5 block: -5; ERAP1 HTS inh: 8; miR-122 sensor: -6; SIRT5 inh: -2; CASP6 VEID inh: 0; DENV2 CPE: -6
CCOc1ncccc1C(=O)Nc1cc(S(=O)(=O)N2CCCCC2)ccc1OC
  F508del corr: 4.8; ERp5 block: -7; ERAP1 HTS inh: 1; miR-122 sensor: 1; SIRT5 inh: -4; CASP6 VEID inh: 2; DENV2 CPE: -4

# New compounds follow:
SMILES,F508del corr,ERp5 block,ERAP1 HTS inh,miR-122 sensor,SIRT5 inh,CASP6 VEID inh,DENV2 CPE
Cc1c(C(=O)N2CCCCCC2)c(S(=O)(=O)Nc2ccccc2F)c(C)n1C,3.7,.,-1,55,9,1,?
Cn1c(=O)c2[nH]c(-c3ccccc3)c(O)c2n(C)c1=O,.,0,0,.,-4,-1,-13
NS(=O)(=O)c1cccc(NC(=O)CSc2nc3ccccc3c(=O)n2Cc2ccco2)c1,0.3,2,1,41,-3,2,-7
COc1ccc(S(=O)(=O)N(C)C[C@H]2Oc3c(NC(=O)CCCCCC(=O)Nc4ccccc4N)cccc3C(=O)N([C@@H](C)CO)C[C@@H]2C)cc1,1.0,-3,-2,.,10,1,32*
NC(=O)CC(NC(=O)Cc1ccc(Br)cc1)c1ccc(N2CCC(Br)CC2)c([N+](=O)[O-])c1 (configuration not stated),-3.6,0,1,-9,0,-3,-4
COC(=O)CN1C(=O)N/C(=C/c2ccc(OC)c(C)c2OC)C1=O,-0.9,0,2,.,1,-2,.
COCCCN1CN=C(Nc2nc3ccccc3o2)NC1,-1.8,-5,-4,3,3,-11,-2
CCOC(=O)c1c(NC=O)sc2c1CCC2,0.4,-1,-7,-3,15,1,.
O=C(NC(=S)Nc1cccc2c(O)cccc12)c1ccccc1[N+](=O)[O-],-1.3,2,0,10,1,0,9
COc1ccc(NC(=O)N(C)C[C@H]2OCCCC[C@@H](C)Oc3ccc(NC(=O)Cc4ccccc4)cc3C(=O)N([C@H](C)CO)C[C@@H]2C)cc1,-1.6,-1,1,7[16.7 µM],19*,7,0
C[C@H]1CN([C@@H](C)CO)S(=O)(=O)c2ccc(Br)cc2O[C@H]1CN(C)Cc1ccncc1,3.4,2,-5,-1[16.7 µM],0,-1,-3
OC(CN1C2=NCCCN2c2ccccc21)c1ccc(Cl)cc1 (configuration not stated),1.9,-1,-2,0,.,-1,-1
CC(OC(=O)Cc1n[nH]c(=O)c2ccccc12)C(=O)Nc1ccc(Cl)cn1 (configuration not stated),-5.2,-16,-1,.,-5,-6,5
C[C@H]1CN([C@@H](C)CO)C(=O)c2cc(NC(=O)CCN3CCOCC3)ccc2O[C@@H]1CN(C)C(=O)NC1CCCCC1,0.5,0,0,-2[16.7 µM],-1,-1,-6
COc1ccc(N2CCN(C(=O)C3CCCN(S(=O)(=O)c4ccc(C)cc4)C3)CC2)cc1 (configuration not stated),-1.7,4,1,-2,0,1,-1
C[C@@H]1CCCCO[C@H](CN(C)Cc2ccc(C(F)(F)F)cc2)[C@H](C)CN([C@@H](C)CO)C(=O)c2cc(N(C)C)ccc2O1,-1.3,-3,1,-1[16.7 µM],7,0,-1
CNC(=S)N1CCc2sccc2C1C (configuration not stated),-2.2,1,-3,.,-3,4,3
COc1ccccc1CNC(=O)C[C@@H]1CC[C@H]2[C@@H](COC[C@@H](O)CN2C(=O)Nc2ccccc2)O1,-0.1,-1,-4,4[16.7 µM],-1,1,-9
Cc1nn(C)c(Oc2ccccc2)c1CCNC(=O)CCl,0.9,-5,-1,.,-4,.,-6
CC1CC(C)CN(S(=O)(=O)c2ccc3c(c2)NC(=O)C(C)C(=O)N3)C1 (configuration not stated),0.8,4,2,.,-3,-2,3
COCCn1c(SCC(=O)Nc2ccccc2OC)nc2c(oc3ccccc32)c1=O,-1.6,0,2,.,-1,-3,9
C[C@@H]1CN([C@@H](C)CO)C(=O)c2cc(NC(=O)c3ccncc3)ccc2O[C@@H](C)CCCCO[C@@H]1CN(C)CC1CCCCC1,-0.7,-1,-1,5[16.7 µM],4,1,1
CC(C)(C)n1cnnc1Sc1ccc([N+](=O)[O-])cn1,1.3,5,-1,-2,-2,4,0
CC(=O)c1csc(-c2ccccc2)n1,1.4,-3,1,-4,-6,3,0
O=C(/C=C/c1ccc(F)cc1)NC(=S)Nc1ccccc1,1.2,1,0,-4,-3,-5,1
COc1ccc(NC(=O)Nc2ccc3c(c2)[C@H]2C[C@@H](CC(=O)NC4CCCCC4)O[C@@H](CO)[C@H]2O3)cc1,-0.5,5,0,-2[16.7 µM],-3,4,-2
O=C(CC1CC1)N1[C@@H]2CN(S(=O)(=O)c3ccccc3)c3ccccc3[C@@H]2[C@@H]1CO,1.3,9,-2,25[16.7 µM],2,-1,-2
C[C@@H]1CCCCO[C@@H](CN(C)C(=O)CCCN(C)C)[C@H](C)CN([C@H](C)CO)C(=O)c2cc(NC(=O)Cc3ccccc3)ccc2O1,1.5,-1,4,2[16.7 µM],-1,1,-2
CCN(C(=O)COC(=O)/C(=C/c1ccccc1)n1nnnc1C)C1CCCCC1,-0.4,-2,-2,-7,-3,-1,4
NC(=O)NC(=O)CN1C(=O)NC2(CCOc3ccccc32)C1=O (configuration not stated),6.6,1,-3,1,-2,4,1
CCNC(=O)Nc1ccc(-n2nc(C)c(C(=O)OCC)c2C)nc1,-1.4,1,3,.,2,-5,-1
CC(C)(C)OC(=O)N1CCN(c2ccc(NC(=O)c3ccco3)cc2)CC1,2.3,-2,-3,-6,2,-2,3
O=C(CSc1ccc(-c2ccccc2)nn1)c1cccs1,-1.5,5,9,.,16*,3,.
CC(NC(=O)c1cc(S(=O)(=O)N(C)C)ccc1Cl)c1ccc(-n2ccnc2)cc1 (configuration not stated),-1.1,-4,0,2,-2,-1,1
COc1ccc(NC(=O)N(C)C[C@@H]2Oc3c(NC(=O)NC(C)C)cccc3C(=O)N([C@@H](C)CO)C[C@@H]2C)cc1,-2.0,-2,1,-2[16.7 µM],1,-1,6
COc1cccc(C2=NOC(C(=O)Nc3cc(C)on3)C2)c1OC (configuration not stated),-0.4,-10,.,10,2,2,-2
COc1cc(C=O)ccc1OCC(=O)Nc1ccccc1N1CCOCC1,5.9,1,2,.,2,1,7
O=C(Nc1nnc(C2=COCCO2)o1)c1cccc([N+](=O)[O-])c1,-0.6,9,0,.,-4,17,2
Cc1nc2ccc(Br)cn2c1C(=O)N/N=C\c1ccccc1Cl,-9.4,2,1,-1,-2,-3,0
CC(=O)NC(=Cc1ccccc1)C(=O)N1CCCC1C(=O)O (configuration not stated),-5.9,-20,-1,1,5,1,8
CN(C(=O)C1Cc2c(-c3ccccc3Oc3ccccc3)ccnc2O1)c1ccccc1 (configuration not stated),-3.1,2,-3,9,11,0,-4
